NPY-Y2 PAM-ag: human NPY-Y2 potentiation or agonism, primary screen. cells expressing NPY-Y2, potentiator/agonist read-out. P49146. activation, % at 3.6 µM. 220,000 tested, 0.45% active; in the data active means activation above about 27%;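 further: cells stimulated with NPY near EC25 plus isoproterenol at EC100; 0% = vehicle plus submaximal agonist and 100% = vehicle plus saturating agonist; some results beyond the cut were filed as inactive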
Target sequence (P49146 whole entry, looked up): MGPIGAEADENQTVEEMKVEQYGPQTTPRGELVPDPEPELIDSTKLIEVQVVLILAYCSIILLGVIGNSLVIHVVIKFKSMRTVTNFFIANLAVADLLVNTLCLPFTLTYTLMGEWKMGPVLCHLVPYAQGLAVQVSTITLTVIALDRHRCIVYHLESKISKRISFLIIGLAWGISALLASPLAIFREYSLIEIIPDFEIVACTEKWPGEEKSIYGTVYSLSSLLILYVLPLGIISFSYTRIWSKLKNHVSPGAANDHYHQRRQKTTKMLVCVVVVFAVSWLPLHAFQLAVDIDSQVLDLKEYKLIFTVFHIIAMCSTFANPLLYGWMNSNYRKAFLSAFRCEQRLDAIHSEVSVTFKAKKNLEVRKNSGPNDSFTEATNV
BaF3 parental: counter-screen for JAK2V617F inhibitors: parental Ba/F3 viability inhibitors | CellTiter-Glo ATP luminescence | inhibition, % at 5.6 µM | 220,000 tested, 1.1% active | AID 1486;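 active means inhibition above a per-campaign cutoff, the mean inhibition of all tested compounds plus 3 SD, cut at about 27% in these data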;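 further: 0% = DMSO wells and 100% = JAK Inhibitor I control wells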
eIF4E-4G inh: inhibitors of eIF4E and eIF4G interaction in translation initiation; 220,000 tested, 0.37% active; P63073+Q04637; TR-FRET eIF4E-eIF4GI(517-606) binding, 2 h; inhibition, % at 21.7 µM;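 active means inhibition above about 30%, limit read from the data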;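 further: 0% = full FRET control wells and 100% = background wells lacking eIF4GI fragment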
S1P4 ag: agonists of human S1P4 receptor | O95977 | S1P4-expressing cell line, agonist reporter assay | activation, % at 4.98 µM | 220,000 tested, 0.35% active; in the data active means activation above about 11%;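 further: 0% = DMSO vehicle and 100% = reference agonist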
Wee1 degr inh: human Wee1 degradation inhibition, primary screen. P30291. HeLa Luc-Wee1K328M stability, luciferase luminescence; 100% = proteasome inhibitor MG132 effect. reporter increase, % at 5 µM. 220,000 tested, 1.2% active;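 active means activation above the mean of all tested compounds plus 3 SD, set per screening run, cut at about 8.8% in these data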;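 further: cells exposed to compound for 20 h before luminescence read; 0% = DMSO alone and 100% = MG132 at 30 µM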
Target sequence (P30291 whole entry K328M): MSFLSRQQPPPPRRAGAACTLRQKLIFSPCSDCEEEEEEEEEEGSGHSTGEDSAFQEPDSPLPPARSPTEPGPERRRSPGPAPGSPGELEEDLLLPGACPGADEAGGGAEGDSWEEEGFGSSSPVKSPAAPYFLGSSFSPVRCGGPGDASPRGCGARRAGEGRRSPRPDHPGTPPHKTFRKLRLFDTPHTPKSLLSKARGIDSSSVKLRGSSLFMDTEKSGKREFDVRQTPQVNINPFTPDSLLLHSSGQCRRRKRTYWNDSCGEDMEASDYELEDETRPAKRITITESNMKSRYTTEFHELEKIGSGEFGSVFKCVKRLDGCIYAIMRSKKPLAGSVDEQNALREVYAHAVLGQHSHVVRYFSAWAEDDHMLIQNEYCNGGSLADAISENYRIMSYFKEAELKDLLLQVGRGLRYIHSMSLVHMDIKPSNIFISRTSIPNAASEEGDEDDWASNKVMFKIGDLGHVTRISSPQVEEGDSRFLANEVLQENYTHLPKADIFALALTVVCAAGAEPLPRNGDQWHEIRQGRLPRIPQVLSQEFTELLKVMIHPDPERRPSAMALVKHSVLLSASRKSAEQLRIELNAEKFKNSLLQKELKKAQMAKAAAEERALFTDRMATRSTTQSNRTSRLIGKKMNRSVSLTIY
Ba/F3 V617F tox: reduce viability of Ba/F3 cells dependent on JAK2V617F. Ba/F3 EpoR-JAK2V617F viability, ATP luminescence. inhibition, % at 5.6 µM. 220,000 tested, 1.1% active;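 active means inhibition above the campaign mean plus 3 SD over all tested compounds, cut at about 24% in these data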;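 further: cytokine-independent growth of Ba/F3 cells driven by EpoR plus mutant JAK2; 0% = DMSO-treated cells and 100% = JAK inhibitor I control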
S1P4 antagonist: blocks the human S1P4 receptor. 220,000 tested, 0.26% active. AID 1510. S1P4-expressing cells, antagonist mode, reporter read-out. inhibition, % at 4.98 µM; in the data active means inhibition above about 29%;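 further: 0% = wells stimulated with agonist and 100% = vehicle wells without agonist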
PERK inhibitor: blocks human PERK kinase; 220,000 tested, 0.17% active; CHO PERK-DD fusion, SEAP luminescence translation reporter; inhibition, % at 5.6 µM;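 active means inhibition above the mean inhibition of all tested compounds plus 3 SD, set separately per screening campaign, cut at about 2.9% in these data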;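 further: PERK kinase domain activated by AP20187 dimerizer at 100 nM; 0% = DMSO with dimerizer and 100% = rapamycin at 8.4 µM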
MDM2 E3 inh: Mdm2 E3 ligase (human) inhibition; Q00987; 210,000 tested, 0.11% active; signal enhancement, % at 5 µM; cell-based MDM2 ubiquitination luciferase reporter, 2 h; 0 = plate control, 100 = twice control, blank-subtracted;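 active means signal enhancement of 30% or more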;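 further: luminescence tracks abundance of the self-degrading MDM2-luciferase fusion protein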
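Material: Stable MDM2–luciferase fusion reporter cells | Amount: 2000 cells seeded into each well | Dosing: One concentration, 5 µM, with 0.2% DMSO | Incubation: 4 h cell settling then 2 h compound exposure, 37 °C | Measured by: Luciferase luminescence | Read-out basis: % enhancement relative to plate controls after blank subtraction | Benchmarks: Control and blank well means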
An asterisk follows results filed as active; . = no result given; & = joins results of further samples; [ ] = another dose, or the depositor's remark.

SMILES	NPY-Y2 PAM-ag	BaF3 parental	eIF4E-4G inh	S1P4 ag	Wee1 degr inh	Ba/F3 V617F tox	S1P4 antagonist	PERK inhibitor	MDM2 E3 inh
COCCCNC(=O)c1ccc(-c2csc(C)n2)cc1	-8	-4	2	-0.3	-1	-3	-2	0.6	-16
CCSc1nc2c(c(=O)n1-c1ccc(F)cc1)SCC2	13	4	2	2.6	0	-3	-4	0.2	12
O=C(NC1CC2CCCC(C1)N2C(=S)NCCc1ccccc1)C1CC1 (centres undefined)	-1	5	3	3.6	-4	-4	6	-0.6	4
COc1ccc(S(=O)(=O)NCc2ccc(C)cc2)cc1	-12	3	-8[fluorescence artefact?]	0.9	1	-3	-14	0.9	-1
CC(C)(C)OC(=O)N[C@@H](Cc1ccccc1)c1nnc(S(=O)(=O)Cc2cccc(F)c2)o1	-8	8	-5	-4.5	-1	44*	78*	0.7	6
CCc1ccccc1S(=O)(=O)Cc1ccc(C(=O)NC(C)C)o1	-6	2	.	-1.8	1	-3	-13	1.2	.
CCOC(=O)C(NS(=O)(=O)c1ccc(Br)cc1)C(C)C (centres undefined)	5	6	-2	1.7	5	0	-13	-0.3	-14
CSc1ncc(CN2CCCC(C(=O)c3ccc(C(C)(C)C)cc3)C2)cn1 (centres undefined)	-10	6	-2	-0.5	-1	-2	1	0.0	-11
O=C(Nc1ccc(N2C(=O)C3C4C=CC(C4)C3C2=O)cc1Cl)c1cccs1 (centres undefined)	-15	8	0	-1.1	7	1	-5	-0.7	-12
O=C(O)c1ccc2nnn(O)c2c1	6	2	-4	-0.8	2	0	-2	1.2	1
O=C1CCc2cc(S(=O)(=O)NC(C(=O)NCc3cccnc3)c3ccccc3)ccc2N1 (centres undefined)	-16	3	3[fluorescence artefact?]	0.6	-1	1	-12	0.2	-6
Cc1sc2ncn(CC(=O)NCCCC(=O)N3CCN(Cc4ccc5c(c4)OCO5)CC3)c(=O)c2c1C	-17	1	3	1.3	3	-3	-9	0.7	-21
CCOC(=O)CNC(=O)CSc1ncnc2c1nnn2-c1ccc(F)cc1	-10	4	8	-3.6	0	3	-21	0.1	-4
COc1ccc(CNS(=O)(=O)c2ccc3oc(C(=O)O)c(C)c3c2)cc1	-3	-2	2	-1.3	0	3	1	0.9	-6
CCOC(=O)C(NC(=O)Cc1ccccc1)(Nc1cc(C)on1)C(F)(F)F (centres undefined)	1	4	0	3.4	1	1	-7	-0.1	22

Another view of three compounds above:
compound,NPY-Y2 PAM-ag,BaF3 parental,eIF4E-4G inh,S1P4 ag,Wee1 degr inh,Ba/F3 V617F tox,S1P4 antagonist,PERK inhibitor,MDM2 E3 inh
O=C(NC1CC2CCCC(C1)N2C(=S)NCCc1ccccc1)C1CC1 (centres undefined),-1,5,3,3.6,-4,-4,6,-0.6,4
COc1ccc(S(=O)(=O)NCc2ccc(C)cc2)cc1,-12,3,-8[fluorescence artefact?],0.9,1,-3,-14,0.9,-1
CC(C)(C)OC(=O)N[C@@H](Cc1ccccc1)c1nnc(S(=O)(=O)Cc2cccc(F)c2)o1,-8,8,-5,-4.5,-1,44*,78*,0.7,6

Only PERK inhibitor and NPY-Y2 PAM-ag, for some of the entries so far:
Structure	PERK inhibitor	NPY-Y2 PAM-ag
COCCCNC(=O)c1ccc(-c2csc(C)n2)cc1	0.6	-8
CCSc1nc2c(c(=O)n1-c1ccc(F)cc1)SCC2	0.2	13
O=C(NC1CC2CCCC(C1)N2C(=S)NCCc1ccccc1)C1CC1 (centres undefined)	-0.6	-1
COc1ccc(S(=O)(=O)NCc2ccc(C)cc2)cc1	0.9	-12
CC(C)(C)OC(=O)N[C@@H](Cc1ccccc1)c1nnc(S(=O)(=O)Cc2cccc(F)c2)o1	0.7	-8

More structures follow.
SMILES	NPY-Y2 PAM-ag	BaF3 parental	eIF4E-4G inh	S1P4 ag	Wee1 degr inh	Ba/F3 V617F tox	S1P4 antagonist	PERK inhibitor	MDM2 E3 inh
c1ccc(Cc2nnc3n2CCCCC3)cc1	19	5	-1	0.6	-2	1	6	0.2	-9
Cc1cc(=O)[nH]c(-c2ccc(Cl)cc2)n1	-6	4	-6	0.7	-2	-7	3	2.3	-12
Cc1ccc2[nH]c(-c3ccccc3)c(CN3CCOCC3)c(=O)c2c1	-6	2	5[fluorescence artefact?]	1.4	2	-4	-6	-0.7	-21
O=c1c2ccccc2cnn1-c1ccc(Br)cc1	14	-1	-3	-0.5	3	-3	5	-0.2	-4
O=C(COC(=O)C1CCCC1)NCc1ccc(Cl)cc1	1	7	2	-0.8	5	4	-5	0.1	-5
CC1CC(C)CN(C(=O)CSc2nnc(-c3ccc(F)cc3)o2)C1 (centres undefined)	-10	4	1[fluorescence artefact?]	2.8	-2	-4	0	-0.4	-8
N#CC(Cc1ccccc1OC(F)F)c1nc2ccccc2[nH]1 (centres undefined)	0	0	20	1.7	1	-5	-21	0.3	11
O=C(O)c1cc(-c2ccco2)nc2ccc(Br)cc12	3	8	5&9	0.9	6	-1	6	1.2	-4&-14
O=c1cc(O)c2sc3nc(C(F)(F)F)c4c(c3c2[nH]1)CCCCC4	5	1	1	0.4	5	-6	-32	0.8	0
CN(C)CCn1c(=S)[nH]c2ccccc2c1=O	8	2	-1[fluorescence artefact?]	0.3	2	3	-9	-1.1	-11
Cc1ccc(OCC(=O)N2CCN(S(C)(=O)=O)CC2)cc1	-6	2	-2	0.8	2	-1	-13	0.6	-1
Cc1ccc(Nc2nnc(SCn3nnc4ccccc4c3=O)s2)cc1	-13	5	5	-0.7	1	0	2	-0.5	-9
O=S(=O)(Nc1nccs1)c1cnc(Cl)c(Br)c1	5	12	3	-0.4	-3	2	-9	1.1	-5
COc1ccc(S(=O)(=O)N(C)CC(=O)Nc2ccccc2OC)cc1	2	2	-3	-3.0	0	-3	-20	0.1	-1
CC1CCN(S(=O)(=O)c2ccc(NC(=O)Cn3nnc(-c4ccccc4F)n3)cc2)CC1	-2	0	2	1.3	-1	5	-12	0.2	-7
CCCCOCC(O)CN1CCN(C(C)=O)CC1 (centres undefined)	-4	3	1[fluorescence artefact?]	-3.5	-2	0	-5	1.1	-22
COC(=O)c1cc2ccsc2n1Cc1nc(-c2cccc(Cl)c2)oc1C	-3	-1	-1	-0.9	-3	-5	-10	0.8	-20
COc1ccc(-c2cn3c(C)c(C(=O)N4CCCc5ccccc54)sc3n2)cc1	-4	1	.	1.1	-1	-1	-10	-1.2	.
COc1ccc(NC(=O)CCC(=O)c2cccs2)cc1S(=O)(=O)Nc1ccccc1Cl	1	1	15	1.0	3	-2	-22	-0.3	0
Cc1nc(C(=O)NNC(=O)c2ccc(Cl)cc2)c(C(F)(F)F)o1	6	31*	0	0.6	0	-4	-3	-0.2	-12
COC(=O)CN(n1cnnc1)S(=O)(=O)c1ccccc1Cl	-12	1	1	-0.2	-2	-5	-2	1.6	-22
COc1cccc(NC(=O)c2ccc(-c3ccc([N+](=O)[O-])cc3)o2)c1	-12	4	-4	1.6	-2	4	-6	-0.5	-14
COc1cccc(OC)c1C(=O)OCC(=O)NC(=O)NCc1ccccc1	10	10	-3	-0.6	1	1	1	1.0	2
CN(C)/C=N/C(=S)Nc1ccc(Br)cc1F	-9	4	6	-1.4	-1	-2	4	1.7	-4
CC(C)(C)c1ccccc1OCCOCCSc1ncccn1	8	2	5	0.3	-4	-3	-5	0.6	-15
COc1ccc(C(=O)OCCN2CCOCC2)cc1OC	-5	1	4	0.3	3	-1	11	1.3	-64
O=C(/C=C/c1ccco1)N(Cc1ccc(F)cc1)C1CCS(=O)(=O)C1 (centres undefined)	5	-2	0	0.4	-2	-3	-2	0.7	-9
COCCCN1C(=O)C(O)=C(C(=O)c2ccco2)C1c1cccc(Br)c1 (centres undefined)	23	-2	-10	-2.7	-4	-5	-10	1.6	-9
Cc1nn(-c2ccccc2)c(Cl)c1C1C(C#N)=C(N)Oc2n[nH]c(C)c21 (centres undefined)	2	10	-5[fluorescence artefact?]	-0.6	0	-2	-24	0.9	-2
CCN(CC)S(=O)(=O)c1cc(C(=O)Nc2cc(Cl)ccc2N2CCN(C)CC2)ccc1Cl	3	0	-22[fluorescence artefact?]	-0.1	-3	-2	4	-0.2	-5

Arranged by the number under Wee1 degr inh (highest first): 6 from the list above.
SMILES	NPY-Y2 PAM-ag	eIF4E-4G inh	S1P4 ag	Wee1 degr inh	S1P4 antagonist	PERK inhibitor
O=C(Nc1ccc(N2C(=O)C3C4C=CC(C4)C3C2=O)cc1Cl)c1cccs1 (centres undefined)	-15	0	-1.1	7	-5	-0.7
CCOC(=O)C(NS(=O)(=O)c1ccc(Br)cc1)C(C)C (centres undefined)	5	-2	1.7	5	-13	-0.3
O=C(O)c1ccc2nnn(O)c2c1	6	-4	-0.8	2	-2	1.2
CN(C)/C=N/C(=S)Nc1ccc(Br)cc1F	-9	6	-1.4	-1	4	1.7
COC(=O)c1cc2ccsc2n1Cc1nc(-c2cccc(Cl)c2)oc1C	-3	-1	-0.9	-3	-10	0.8
COCCCN1C(=O)C(O)=C(C(=O)c2ccco2)C1c1cccc(Br)c1 (centres undefined)	23	-10	-2.7	-4	-10	1.6

(continued)
SMILES	NPY-Y2 PAM-ag	BaF3 parental	eIF4E-4G inh	S1P4 ag	Wee1 degr inh	Ba/F3 V617F tox	S1P4 antagonist	PERK inhibitor	MDM2 E3 inh
Cn1cnnc1SC1CCCCC1NS(=O)(=O)c1ccc(Cl)cc1 (centres undefined)	-14	3	-3	-1.4	0	1	-37	0.3	2
CCc1cc2ccc(C)cc2nc1SCC(=O)N1CCN(C(=O)c2ccco2)CC1	10	4	1	0.0	1	0	-13	-0.3	-16
COc1ccc(CCN(Cc2nc3ccccc3c(=O)[nH]2)C(=O)c2ccco2)cc1OC	-4	5	.	1.5	6	0	-1	0.2	-5
CCOc1ccc(Cc2nc(N)nc(N)n2)cc1	5	3	4	-1.6	7	-1	16	0.5	4
Cn1c(SCC(=O)N2CCOCC2)nnc1-c1cccc(NC(=O)c2ccccc2F)c1	-17	7	-2	1.3	-1	4	2	-0.6	-1
O=C(O)C1CC(=O)N(c2ccc(F)cc2)C1 (centres undefined)	-8	4	-6[fluorescence artefact?]	-1.4	-1	-1	-3	1.5	-6
Cc1ccc(NC(=O)c2cc3nc(C)cc(C)n3n2)cc1	2	1	3	1.7	6	-4	2	-0.2	-42
C=C(C)Cn1c(SCC(=O)NCc2ccco2)nc2sc3c(c2c1=O)CCC3	-26	2	2	-2.7	1	-4	-1	-0.6	-14
CCOC(=O)C1CCN(c2c(N3CCCCCC3)c(=O)c2=O)CC1	5	2	3	1.7	-1	-2	-8	0.2	-15
Cc1ccc(NC(=O)C2CCCN(c3ncccn3)C2)cc1F (centres undefined)	-37	4	4	-1.6	0	-1	10	-0.2	0
COc1cccc(-n2nnnc2SCC(=O)Nc2ccc3c(c2)OCCO3)c1	-7	3	-32	-2.9	0	-2	-1	1.2	-7

As entered above.
CCOC(=O)C1CCN(c2c(N3CCCCCC3)c(=O)c2=O)CC1 @ MDM2 E3 inh = -15
O=C(O)C1CC(=O)N(c2ccc(F)cc2)C1 (centres undefined) @ BaF3 parental = 4

From PubChem BioAssay
